EWS-Fli inh – EWS/Fli-driven NR0B1 reporter inhibitors, primary screen, A673 cells, NR0B1 luciferase, luminescence, MLPCN library. 350,000 compounds, 0.67% hits. inhibition, % at 12.6 µM. viability-normalised;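 active = mean inhibition of at least 50% after viability correction, with every replicate also passing that limit; inconclusive = mean reaches 50% but only one of two replicates passes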;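 note: firefly luciferase signal divided by Alamar Blue viability fluorescence both relative to DMSO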
FN deposit inh – inhibitors of fibronectin matrix deposition, primary screen, AH1F cells, Alexa488-fibronectin fluorescence, plate reader; inhibition, % at 12.6 µM; 350,000 compounds, 0.086% hits; AH1F fibroblasts, overnight; AID 743247, 2014;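 active = mean inhibition across replicates of 30% or more, regardless of how many single replicates reach that level; inconclusive = mean under 30% yet at least half of replicates reach 30%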;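 note: positive control wells lacked labelled fibronectin entirely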
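material = AH1F fibroblast monolayer depositing Alexa488-labelled fibronectin into matrix | amount = 10000 AH1F cells/well | buffer or medium = DMEM plus 2% serum, read in PBS | incubation = 1 h cell adhesion before compound, then overnight fibronectin incubation | detection = fluorescence at 485 nm excitation, 525 nm emission | evaluation = percent inhibition as loss of matrix-bound fibronectin fluorescence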
PAX8 inh HTS – inhibitors of PAX8-driven TPO luciferase reporter, primary screen, RMG-I cells, single concentration; SteadyGlo, 24 h; inhibition, % at 12.6 µM; 360,000 compounds, 1.2% hits;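 active = mean replicate inhibition at least 60% with every replicate also reaching 60%; inconclusive = only one of the two criteria is met; inactive = mean below 60% and not all replicates reaching 60%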;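 note: luciferase light reporting Pax8 driven TPO promoter activity; plate controls were median of neutral control wells for no effect and mitoxantrone controls for full effect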
DENV2 CPE rescue – inhibitors of DENV2 cytopathic effect, primary screen, cell-based, plate reader, single concentration; DENV2-infected cells, cytopathic effect rescue; CPE inhibition, % at 9.99 µM; 350,000 compounds, 1.7% hits; in the data active = CPE inhibition above about 20%, passing the limit was not always enough; inconclusive = no clear call, values can overlap the other calls; tested in BHK-21 cells;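 note: 0% = median of neutral control wells and 100% = median of positive control wells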
GSIS activator – GLuc luminescence reporter in INS-1E cells, primary screen for activators of glucose-dependent secretion of insulin; INS-1E GLuc reporter insulin secretion, 2-3 h; 370,000 compounds, 0.61% hits; activation, % at 16.6 µM;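 active = lowest replicate activation of at least 40%, so every replicate reaches that level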;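 note: 0% = median of neutral control wells and 100% = median of IBMX positive control wells; some compounds called inactive have numbers as strong as hits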
F508del corr – F508del CFTR correction, initial screen, CFBE line, single point; 350,000 compounds, 0.36% hits; AID 720511, 2013; activity (quench increase), % at 7.58 µM; CFBE cells, YFP halide quenching; stimulated with forskolin plus potentiator P3; % fluorescence drop versus neutral controls;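 active = mean added fluorescence quench of at least 8% versus neutral control, with both replicates also reaching 8%; inconclusive = only one of the mean or replicate conditions met; inactive = mean below 8% and not both replicates reaching 8%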;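 note: cells transiently co-express mutant CFTR-F508del with the halide-sensitive YFP; corrector assay measuring rescue of mutant channel to the surface after 24 h compound exposure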
miR122 inh – miR-122 Renilla sensor signal increase in Huh7, primary screen, miR-122 inhibitor project, cell-based, single point, plate reader; Huh7 miR-122 Renilla luciferase sensor, 48 h; neutral wells = 0, positive control = 100; activation (reporter increase), % at 12.5 µM; 340,000 compounds, 0.3% hits; AID 602342, 2012;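 active = mean replicate activation score at least 90 and every replicate individually at or above 90; inconclusive = only one of the two criteria met; inactive = neither criterion met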;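 note: higher luciferase means less miR-122 activity so hits act as miR-122 inhibitors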
An asterisk follows results filed as active; ? = inconclusive; . = no result given; & = joins results of further samples; [ ] = remark or other dose. Hits appear at their usual frequency; about 3.9% have a hit in one of these screens.

Field names – A = EWS-Fli inh; B = FN deposit inh; C = PAX8 inh HTS; D = DENV2 CPE rescue; E = GSIS activator; F = F508del corr; G = miR122 inh
C#CCNC(=O)C[C@@H]1C[C@@]2(C(=O)OC)CC(C)(C)CC=C2N(Cc2ccco2)C1=O
  A = -9 | B = 8 | C = 9 | D = -5 | E = 31 | F = -1.2 | G = .
Cc1cccc2sc(N(CCCN(C)C)C(=O)c3ccc(S(=O)(=O)N4CCc5ccccc5C4)cc3)nc12
  A = . | B = -8 | C = 25 | D = -2 | E = -5 | F = -3.5 | G = -2
O=C(N/N=C\c1ccc2c(c1)OCO2)c1cncc(Br)c1
  A = -20 | B = 10 | C = -18 | D = 1 | E = 14 | F = 2.1 | G = 2
CCOC(=O)c1c(C)[nH]c(C(=O)COC(=O)CCC(=O)c2ccc3c(c2)OCCO3)c1C
  A = . | B = -7 | C = -5 | D = . | E = . | F = . | G = 7
CCOC(=O)C1=C(O)/C(=C/c2ccc(OCC(=O)O)c(OCC)c2)SC1=Nc1ccc(OC)cc1
  A = 0 | B = 6 | C = 3 | D = -1 | E = . | F = . | G = .
COc1cccc(-c2ccc3c(c2)[C@H]2[C@H](CCN2C(=O)C2CCC2)[C@@H](CO)N3)c1
  A = 4 | B = 6 | C = -18 | D = -22 | E = -40 | F = -0.7 | G = -10[16.7 µM]
CNC(=O)c1cc(OCC(F)(F)F)ccc1OCC(F)(F)F
  A = 2 | B = 2 | C = 1 | D = 5 | E = -7 | F = 1.8 | G = -1
CNC[C@@H]1Oc2ccc(NC(=O)Nc3ccccc3)cc2C(=O)N([C@H](C)CO)C[C@H]1C
  A = . | B = 0 | C = -9 | D = 7 | E = 0 | F = -2.3 | G = -4[16.7 µM]
CC(C)N1CCN(c2ccc(OCC3COC(Cn4cncn4)(c4ccc(Cl)cc4Cl)O3)cc2)CC1 (stereo not drawn)
  A = -8 | B = 0 | C = -13 | D = -13 | E = -4 | F = 3.4 | G = -3
Cn1c(N)c(C(=O)Nc2ccccc2F)sc1=S
  A = -11 | B = 1 | C = 6 | D = -3 | E = -5 | F = -0.3 | G = .
COc1ccc(CCNC(=O)Cn2ccc3cc(S(=O)(=O)N4CCCC4)ccc32)cc1OC
  A = . | B = 1 | C = 5 | D = -3 | E = -1 | F = 1.0 | G = .
Cc1[nH]nc2c1C(c1ccco1)C(C#N)=C(N)O2 (stereo not drawn)
  A = -4 | B = 2 | C = 7 | D = -6 | E = -7 | F = -1.7 | G = 32
COC(=O)CN(c1cc(Cl)ccc1OC)S(=O)(=O)c1ccc(C)cc1
  A = 2 | B = -2 | C = 27 | D = 6 | E = 9 | F = 0.6 | G = .
COc1ccc(C2CC(=O)N(CC(=O)NCC3CCCO3)c3ccccc3S2)cc1OC (stereo not drawn)
  A = 7 | B = -1 | C = -7 | D = -2 | E = 16 | F = 2.0 | G = -5
COc1cc(/C=N/NC(=O)c2nnn(-c3nonc3N)c2C)ccc1OCc1ccc(Cl)cc1
  A = -70 | B = -22 | C = -115 | D = 10 | E = -7 | F = 0.5 | G = -1
CCOC(=O)c1c(C)[nH]c(C)c1S(=O)(=O)N(C)CC(=O)Nc1cccc(C)n1
  A = . | B = -4 | C = 9 | D = -7 | E = 11 | F = 3.7 | G = 4
Cn1ccc(NC(=O)c2ccc(Cl)cc2)n1
  A = -74 | B = 3 | C = -41 | D = -2 | E = . | F = 4.8 | G = 5
O=C(Nc1cccnc1)c1sc(Nc2ccccc2F)nc1-c1ccccc1
  A = 6 | B = -6 | C = -1 | D = -3 | E = 18 | F = -1.0 | G = .
Cc1ccccc1C(=O)NNC(=S)NC(=O)c1ccc(Cl)cc1Cl
  A = 14 | B = . | C = . | D = -5 | E = -9 | F = -1.3 | G = .
CC(C)(C)NC(=O)CSc1nnc(NC(=O)CCc2ccccc2)s1
  A = 13 | B = 1 | C = 11 | D = -1 | E = -1 | F = -0.6 | G = -2

Profiles from above. Order of screens: EWS-Fli inh	FN deposit inh	PAX8 inh HTS	DENV2 CPE rescue	GSIS activator	F508del corr	miR122 inh
Record of `O=C(Nc1cccnc1)c1sc(Nc2ccccc2F)nc1-c1ccccc1` → 6	-6	-1	-3	18	-1.0	.
Record of `COc1cc(/C=N/NC(=O)c2nnn(-c3nonc3N)c2C)ccc1OCc1ccc(Cl)cc1` → -70	-22	-115	10	-7	0.5	-1
Record of `COc1ccc(C2CC(=O)N(CC(=O)NCC3CCCO3)c3ccccc3S2)cc1OC` (stereo not drawn) → 7	-1	-7	-2	16	2.0	-5
Record of `Cc1[nH]nc2c1C(c1ccco1)C(C#N)=C(N)O2` (stereo not drawn) → -4	2	7	-6	-7	-1.7	32
Record of `Cn1ccc(NC(=O)c2ccc(Cl)cc2)n1` → -74	3	-41	-2	.	4.8	5

Remaining list, next part.
Field names – A = EWS-Fli inh; B = FN deposit inh; C = PAX8 inh HTS; D = DENV2 CPE rescue; E = GSIS activator; F = F508del corr; G = miR122 inh
O=C1/C(=C/c2ccccc2)SC(=S)N1C1CCS(=O)(=O)C1 (stereo not drawn)
  A = 3 | B = -3 | C = 8 | D = 4 | E = -3 | F = -0.2 | G = 0
Cc1ccc(Nc2ncnc(-n3cccc3)n2)cc1Cl
  A = -124 | B = 3 | C = -44 | D = 3 | E = . | F = 1.0 | G = .
COc1cccc(COC(=O)C(Cc2ccccc2)NC(=O)c2ccco2)c1 (stereo not drawn)
  A = -2 | B = -5 | C = -6 | D = 2 | E = -25 | F = 1.6 | G = -5
COc1ccc2cc(CCOC3CCCCO3)ncc2c1 (stereo not drawn)
  A = -12 | B = 5 | C = -61 | D = . | E = 26 | F = 1.0 | G = -3
CN1C(=O)c2cc(NC(=O)NCc3ccccc3)ccc2OC[C@@H]2O[C@@H](CC(=O)NCC3CCCCC3)CC[C@@H]21
  A = 7 | B = 5 | C = 19 | D = -1 | E = -4 | F = 0.1 | G = 120*[16.7 µM]
c1ccc(COc2ncnc3c2ncn3CCCNCC2CCCO2)cc1 (stereo not drawn)
  A = -1 | B = 0 | C = -17 | D = 10 | E = -7 | F = -1.7 | G = -8
NC(=O)C1CCN(C(=O)C2CC(=O)N(c3ccc(F)cc3)C2)CC1 (stereo not drawn)
  A = 6 | B = 1 | C = -5 | D = -5 | E = 10 | F = -4.3 | G = -1
OCC1OC(Oc2c(Br)cc(Br)cc2Br)C(O)C(O)C1O (stereo not drawn)
  A = 0 | B = -10 | C = -4 | D = -5 | E = -15 | F = 6.9 | G = -3
CC[C@]12c3[nH]c4cc(CCC(=O)N(C)C)ccc4c3CCN1C(=O)[C@@H](CC(=O)NCCc1ccccn1)C[C@@H]2C(=O)N1CCN(C(=O)c2ccco2)CC1
  A = -29 | B = . | C = -31 | D = 35* | E = 15 | F = 2.6 | G = -8
CNC(=O)C[C@@H]1CC[C@@H]2[C@H](COc3ccc(NC(=O)c4cccc(F)c4)cc3C(=O)N2C)O1
  A = -15&-18 | B = 2&-3 | C = -4&-16 | D = 2&-4 | E = 13&10 | F = -1.9&1.9 | G = 1&0[16.7 µM]
OCC1(Cc2ccccc2)CCCN(Cc2cn[nH]c2-c2ccccc2)C1 (stereo not drawn)
  A = 6 | B = 7 | C = 12 | D = -6 | E = 5 | F = 3.9 | G = -2
C[C@H](CO)N1C[C@H](C)[C@@H](CN(C)S(=O)(=O)c2ccc(F)cc2)OCCCC[C@H](C)Oc2ccc(NC(=O)c3ccccc3)cc2C1=O
  A = 12 | B = 0 | C = 16 | D = 5 | E = -18 | F = -2.3 | G = 3[16.7 µM]
CCCCNC(=O)c1onc(CSc2cccc(OC)c2)c1C(=O)NCCCC
  A = 20 | B = -8 | C = 11 | D = ? | E = -9 | F = 3.9 | G = -3
CCN1CCN(CCCNC(=O)CNC(=O)c2nn(-c3ccc(OC)cc3)c(=O)c3ccccc23)CC1
  A = 3 | B = -3 | C = -13 | D = 0 | E = -9 | F = -3.3 | G = -8
Oc1cc(Br)ccc1C=Nc1ccc(N2CCCCC2)cc1
  A = 12 | B = -6 | C = -9 | D = -1 | E = -6 | F = 2.7 | G = .
Cc1nn(Cc2ccccc2Cl)c(C)c1C(=O)NCC(c1cccs1)N1CCOCC1 (stereo not drawn)
  A = -5 | B = 0 | C = 5 | D = -4 | E = -1 | F = 4.8 | G = -4
CC(=O)NS(=O)(=O)c1ccc(NC(=S)NC(=O)Cc2ccccc2)cc1
  A = 2 | B = 9 | C = 21 | D = 4 | E = 6 | F = 1.3 | G = 9
Cc1ccc(C(O)c2ncc(-c3ccc(F)cc3)[nH]2)c(C)c1 (stereo not drawn)
  A = 7 | B = 0 | C = -1 | D = 5 | E = . | F = -0.4 | G = 9
CCC(C)NC(=O)CSc1nc2cc(S(=O)(=O)N3CCOCC3)ccc2n1CC (stereo not drawn)
  A = -3 | B = 5 | C = -15 | D = 3 | E = 19 | F = -2.1 | G = .
OC[C@@H]1[C@H](c2ccc(/C=C/c3ccccc3)cc2)[C@@H]2CN(Cc3ccncc3)CCCCN12
  A = -48 | B = . | C = -161 | D = -19 | E = 12 | F = 5.5 | G = 5[16.7 µM]
C[C@@H]1CN([C@@H](C)CO)C(=O)Cc2cc(NC(=O)C3CC3)ccc2O[C@H]1CN(C)C(=O)Nc1ccc(C(F)(F)F)cc1
  A = -1 | B = . | C = 2 | D = 9 | E = -9 | F = -1.2 | G = 6[16.7 µM]
Cc1noc(C)c1S(=O)(=O)N(C)C[C@H]1Oc2ccc(NC(=O)Cn3cnnn3)cc2CC(=O)N([C@@H](C)CO)C[C@H]1C
  A = -3 | B = . | C = . | D = -1 | E = -3 | F = -2.6 | G = -6[16.7 µM]
CCOC(=O)c1c(SCC(=O)Nc2nc(C)cs2)nc(=O)[nH]c1C
  A = 1 | B = -5 | C = 1 | D = 4 | E = 8 | F = -1.1 | G = 9
COc1coc(C(O)C[N+](=O)[O-])cc1=O (stereo not drawn)
  A = 3 | B = -1 | C = 4 | D = -3 | E = 2 | F = -1.5 | G = -6
COc1ccccc1C#Cc1cnc2c(c1)C(=O)N([C@@H](C)CO)C[C@H](C)[C@H](CN(C)C(=O)CC1CC1)O2
  A = 9 | B = -2 | C = . | D = -3 | E = -11 | F = -2.2 | G = 1[16.7 µM]
CC(C)C#Cc1cnc2c(c1)C(=O)N([C@@H](C)CO)C[C@H](C)[C@@H](CN(C)C(=O)Cc1ccncc1)O2
  A = -5 | B = -6 | C = 0 | D = -4 | E = -1 | F = -0.6 | G = 0[16.7 µM]
COc1ccc(CNC(=S)NCc2ccc(OC(C)C)cc2)cc1
  A = 7 | B = 2 | C = 6 | D = 0 | E = -1 | F = 1.2 | G = 1
Cc1cn(CC(=O)NCC2CCCO2)c(=O)[nH]c1=O (stereo not drawn)
  A = -5 | B = -26 | C = -5 | D = 10 | E = 6 | F = -2.1 | G = -1

High-throughput results from PubChem BioAssay.
